# GRP78 ERSR act = inducers of ER stress response in human glioma cells; U87-MG GRP78 promoter luciferase reporter, 16 h; AID 602332; Potency, µM, without a hit: at the top dose activation, actives largely listed as activators; actives 0.02% (n = 420,000); further: potency means the concentration at half of the fitted maximal effect; series mostly up to about 76 µM; % of control where 0% means no effect; nearly all actives have a fitted effect of over 35% in size
#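 Stably transfected U87-MG human glioma cells carrying a GRP78-based luminescent sensor were seeded at 1000 cells/well, pin-dosed with compounds and incubated 16 h. Luciferase reagent was then added, and end-point luminescence was read after 10 min at room temperature.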
# USP1-UAF1 inh = inhibitors of human USP1/UAF1 deubiquitinase; O94782; recombinant USP1/UAF1, Ub-Rhodamine cleavage fluorescence; Potency, µM (doses to about 57.1 µM), inactives show at the top dose activity change, negative = inhibition, most hits filed as inhibitors; actives 0.23% (n = 390,000); AID 743255; further: potency means the concentration at half of the fitted maximal effect; on the % scale 0 is the no-effect control and ±100 the full control effect; nearly all actives have a fitted effect of over 60% in size; inactives centre near -12
# Target sequence (O94782 whole entry, looked up): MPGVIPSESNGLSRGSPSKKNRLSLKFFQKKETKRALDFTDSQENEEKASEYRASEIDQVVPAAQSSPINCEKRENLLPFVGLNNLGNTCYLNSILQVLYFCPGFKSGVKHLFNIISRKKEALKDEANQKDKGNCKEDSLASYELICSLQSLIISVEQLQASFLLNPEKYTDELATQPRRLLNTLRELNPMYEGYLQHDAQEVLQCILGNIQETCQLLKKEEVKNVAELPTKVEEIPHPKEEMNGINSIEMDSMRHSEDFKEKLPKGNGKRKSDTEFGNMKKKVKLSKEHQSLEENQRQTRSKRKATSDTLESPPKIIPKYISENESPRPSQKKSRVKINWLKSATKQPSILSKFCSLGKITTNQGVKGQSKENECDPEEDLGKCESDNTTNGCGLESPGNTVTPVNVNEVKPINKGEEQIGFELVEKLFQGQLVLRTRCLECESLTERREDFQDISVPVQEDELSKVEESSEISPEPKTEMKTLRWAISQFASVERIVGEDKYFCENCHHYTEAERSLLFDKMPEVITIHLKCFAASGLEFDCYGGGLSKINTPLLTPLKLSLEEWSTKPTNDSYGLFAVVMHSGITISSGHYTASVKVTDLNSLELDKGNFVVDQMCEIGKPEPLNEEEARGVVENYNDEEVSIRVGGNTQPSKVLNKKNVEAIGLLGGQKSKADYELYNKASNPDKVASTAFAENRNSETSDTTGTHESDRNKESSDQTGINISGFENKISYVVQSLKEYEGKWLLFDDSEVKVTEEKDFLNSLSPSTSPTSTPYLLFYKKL
#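 1 nM enzyme complex + cpd, 15 min RT; start with Ub-Rho 150nM final; kinetic fluorescence ex 480/em 540, 6 reads q60 s. Buffer 50mM HEPES pH 7.8, 0.5mM EDTA, 0.1 mg/ml BSA, 1mM TCEP, 0.01% Tween-20.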
# LDHA block = inhibitors of human lactate dehydrogenase A; P00338; purified LDHA, NADH/diaphorase-resazurin fluorescence; active compounds read low; activity change, % (values are at about 110 or 230 µM); actives 0.15% (n = 480,000); in the data active means activity change below about -30%; inconclusive means mostly about -25% to -30%;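 further: plate controls were DMSO wells for no effect and wells without enzyme for full effect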
#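 Remaining NADH was detected by diaphorase (0.133 mg/mL) converting 37 µM resazurin to fluorescent resorufin, read at 0 and 20 minutes. The preceding 5-minute room-temperature reaction used 2 nM LDHA, 0.2 mM sodium pyruvate and 0.06 mM NADH at pH 7.4.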
# TrxR1 substrate = is turned over as a substrate by rat TrxR1 | Potency, µM (highest dose often 114 µM), inactives show at the top dose activity change, negative = substrate turnover | O89049 | actives 0.01% (n = 390,000) | purified TrxR1 substrate turnover, NADPH consumption readout; further: potency means the concentration at half of the fitted maximal effect; on the % scale 0 is the no-effect control and ±100 the full control effect; nearly all actives have a fitted effect of over 50% in size
#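 Rat TrxR1, dispensed at 90 nM, was prereduced with 400 uM NADPH (final) for 5 min at ~22 deg C, then incubated with compound 15 min before 400 uM selenite. A first-read NADPH fluorescence drop versus no-compound background flagged substrates.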
# PI4K2A inh = blocks human PI4K2A kinase activity; purified PI4K2A, ADP-Glo luminescence, 1 h; active compounds read low; activity change, negative = inhibition, % at 76.9 µM; actives 0.13% (n = 420,000); AID 1346378; in the data active means activity change below about -50%; inconclusive means mostly about -30% to -49%;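 further: -100% = wells without enzyme as full effect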
#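 Compounds are screened against recombinant PI4K2A using PI as substrate and ATP, the latter dispensed at 300 microM. Reactions run one hour at ambient temperature before ADP-Glo detection; full inhibition defined by wells lacking enzyme.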
# Vif-A3G inh = inhibitors of Vif-APOBEC3G interaction. AID 602310. HeLa A3G-eYFP + Vif (tagged APOBEC3G with the HIV-1 protein that degrades it), YFP fluorescence, overnight. actives 0.076% (n = 410,000). Potency, µM (doses to about 46.1 µM), for the others: at the highest dose activity, negative = active, usual class: inhibitors. Q9HC16;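 further: potency means the concentration at half of the fitted maximal effect; on the % scale 0 is the no-effect control and ±100 the full control effect; nearly all actives have a fitted effect of over 60% in size; hits raise eYFP signal because A3G escapes Vif-driven loss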
#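 HeLa cells stably expressing Vif and C-terminally eYFP-tagged A3G, seeded overnight at 37 deg C, then exposed to compound by pintool overnight at 37 deg C. Rise in yellow fluorescence (Ex 488/Em 500-530, Acumen) marks blocked Vif-driven A3G degradation.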
# Vif-APOBEC3F blk = Vif-A3F binding inhibition; HeLa A3F-eYFP + Vif (tagged APOBEC3F with the HIV-1 protein that degrades it), YFP fluorescence increase; Potency, µM (series often up to 46.1 µM), for inactives: at the top dose activity, negative = active; actives 0.2% (n = 390,000); AID 602313; further: potency means the concentration at half of the fitted maximal effect; % of control where 0% means no effect; nearly all actives have a fitted effect of over 65% in size
#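 Fluorescence increase (Ex 488/Em 500-530) after overnight compound treatment at 37 deg C flags inhibition of Vif-driven A3F-eYFP loss in stable HeLa A3F-eYFP/Vif cells seeded overnight beforehand.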
# RXFP1 ag = activates the human relaxin receptor RXFP1; actives 0.3% (n = 370,000); Potency, µM (doses to about 57.5 µM), without a hit: at the highest dose activation, actives largely listed as activators; Q9HBX9; HEK293T-RXFP1 cAMP TR-FRET, 30 min; response scale: percent of porcine relaxin response, buffer zero; further: potency means the concentration at half of the fitted maximal effect; on the % scale 0 is the no-effect control and ±100 the full control effect; nearly all actives have a fitted effect of over 60% in size; many of its hits are not listed in these tables
#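 Agonist response is measured as cAMP accumulation in an RXFP1-transfected HEK293T line under PDE4 inhibition. Values are scaled between buffer-only and 29 nM porcine relaxin, and EC50s come from standard Hill equation fits.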
# mIDH1 inhibitor = blocks human mutant IDH1 R132H enzyme; AID 602179; actives 0.093% (n = 390,000); Potency, µM (doses to about 76.6 µM), for inactives: at the highest dose activity change, negative = inhibition, hits mostly inhibitors; IDH1-R132H enzyme, NADPH consumption, diaphorase/resazurin fluorescence; O75874; further: potency means the concentration at half of the fitted maximal effect; on the % scale 0 is the no-effect control and ±100 the full control effect; nearly all actives have a fitted effect of over 65% in size
#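 IDH1-R132H (0.5 ug/mL dispensed) in pH 7.5 Tris buffer was preincubated 30 min with compound, then given a substrate mix of 0.016 mM NADPH and 2 mM alpha-KG for 80 min at room temperature; remaining NADPH was read by diaphorase/resazurin fluorescence.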
# The depositor's hits bear a star; ? = inconclusive; · = not tested or not shown; [ ] = another dose, or the depositor's remark. Unless noted, the call rests on the fitted dose curve; in most records, active means well fitted curve in the direction sought with a large enough effect; inconclusive means small, poorly fitted or top-dose-only effect, or another doubt; inactive means no such curve, though single readings can be large; an effect the other way counts as inactive or inconclusive.
smiles	GRP78 ERSR act	USP1-UAF1 inh	LDHA block	TrxR1 substrate	PI4K2A inh	Vif-A3G inh	Vif-APOBEC3F blk	RXFP1 ag	mIDH1 inhibitor
CCOc1ccccc1-c1nc(SCC(=O)c2ccc(OC)c(Br)c2)n[nH]1	-8%	-12%	25	-9%	2	-14%	?	-2.1%	8%
COC(=O)c1ccccc1S(=O)(=O)N1CCC(C(=O)N(C)CCOc2ccccc2)CC1	5%	-17%	3	-3%	2	-1%	1%	-0.6%	1%
Cc1ccc(C)c(S(=O)(=O)N2CCCOC2CNC(=O)C(=O)NCc2cccnc2)c1 (stereo not drawn)	-2%	-23%	0	8%	1	0%	0%	-0.2%	1%
O=C(Oc1cc(-c2ccccc2)no1)c1ccc(F)cc1	-6%	-7%	-2	-5%	2	2%	1%	-1.5%	0%
CN(CC(=O)Nc1ccc(Cl)cc1)C(=O)CNC(=O)c1cccs1	-2%	-20%	-10	4%	0	2%	4%	-0.4%	-2%
COc1ccc(C(=O)/C=C/Nc2cc(C)on2)cc1	1%	7%	-5	10%	-3	0%	-3%	1.1%	7%
O=C1c2ccccc2C(Nc2ccc(Cl)cn2)N1c1cccnc1 (stereo not drawn)	-4%	-11%	4	-2%[57.1 µM]	-4	1%	1%	-1.6%	13%
CCOc1ccc(Br)cc1CNCCSc1nnnn1-c1ccccc1	32µM*	-20%	0	2%	-2	-6%	-3%	1.5%	20%
Cc1cc(C)n2nc(SCC(=O)NC(=O)c3ccccc3)nc2n1	-4%	-2%	7	4%	7	-1%	-19%	·	8%
COc1cc2c(cc1OC)-c1cc(NCc3ccccn3)nc(=O)n1CC2	-8%	-4%	0	40%	-16	-3%	3%	7.2%	?
COc1cc(OC)cc(C(=O)Nc2ccc3nc(Nc4cccc(C(F)(F)F)c4)cc(C)c3c2)c1	1%	-25%	1	8%	1	-3%	-10%	1.2%	-12%
Cc1ccccc1CSc1nsc(N)n1	3%	-26%	-10	3%[57.1 µM]	-4	-4%	2%	-0.8%	-4%
CCN(CC)CCn1c2c(c(SCC(=O)Nc3nc(C)cs3)nc1=O)CCC2	-4%	-5%	-10	5%[11.4 µM]	-3	7%	5%	1.8%	0%
Cc1cc(C)cc(OCC(=O)N(Cc2cccs2)C2CCS(=O)(=O)C2)c1 (stereo not drawn)	-5%	7%	-4	3%[57.1 µM]	5	2%	-3%	1.7%	2%
COc1cc(OC)cc(C(=O)OCC(=O)Nc2nnc(-c3ccccc3)o2)c1	-4%	-21%	1	6%[57.1 µM]	-3	2%	?	·	-12%
O=c1c(F)cn(C2CCCO2)c(=O)n1Cc1ccccc1Cl (stereo not drawn)	-2%	-7%	-1	5%	2	0%	6%	0.9%	0%
c1ccc(NC2=NCCN2CCC2CCCCC2)cc1	-6%	-25%	0	-6%	0	0%	2%	0.1%	-1%
O=C1C=C(c2ccc(Cl)cc2)C(=O)N1Nc1ccccc1	-17%	-6%	-2	8%[57.1 µM]	17	-28%	-5%	-0.1%	0%
Fc1cccc(Cl)c1/C=C/c1cnc2ccccc2n1	-8%	-22%	-5	16%[57.1 µM]	-10	4%	2%	4.6%	-3%
CCN(CC(=O)Nc1c(F)cccc1F)C(=O)c1ccc2c(c1)C(=O)N(c1ccccc1C)C2=O	-2%	-23%	2	·	-3	-1%	-2%	·	6%
Cc1c(-c2ccccc2)nnn1-c1ccc(F)cc1F	8%	-5%	-17	14%[57.1 µM]	7	1%	15%	-1.5%	6%
Cc1ccc(SCC(=O)NCc2ccccc2C)cc1	5%	-21%	-1	-3%	2	-3%	-5%	0.1%	5%
O=C(NCCc1cccs1)c1ccc(Cn2c(SCc3ccccc3)nc3cccnc32)cc1	-1%	-10%	-4	14%	-1	-8%	-1%	2.3%	-6%
Cc1nc(C)c2c(c1C(F)(F)F)-c1ccccc1C2(F)F	-3%	-14%	0	-4%	0	-2%	3%	0.6%	3%
O=C(COC(=O)c1ccccc1C(=O)c1ccc(Cl)cc1)NCc1ccccc1	-6%	-16%	-2	-8%	2	-8%	2%	-1.0%	18%
C/C(=N\N1C(=O)c2ccccc2NC1c1ccco1)c1ccccc1O (stereo not drawn)	-5%	-21%	-14	-7%	-3	-8%	-7%	-0.1%	-3%
COc1ccc(-c2cnc3c(c2)C(=O)N([C@H](C)CO)C[C@@H](C)[C@@H](CN(C)C(=O)NC2CCCC2)O3)cc1	0%	-17%	-6	·	1	0%	0%	·	14%
CCOC(=O)C1CCN(S(=O)(=O)c2cnc[nH]2)CC1	-1%	-10%	0	-1%	-4	2%	-6%	1.3%	0%
O=C(NCc1ccccc1Cl)C1CCCN1C(=O)NC1CCCCC1 (stereo not drawn)	-2%	-15%	1	3%	0	0%	1%	0.1%	4%
O=C(Cn1[nH]c(=O)c2ccccc2c1=O)Nc1ccc(-c2nnc3n2CCCCC3)cc1	4%	0%	-5	7%[57.1 µM]	6	-1%	-2%	2.9%	1%
O=C(Nc1cc(Cl)ccc1N1CCOCC1)c1cccnc1	-1%	-7%	-6	-4%	2	1%	-32%	1.7%	8%
O=C(CCc1nnc(C2CCCCC2)o1)N1CCCCC1CCn1cccn1 (stereo not drawn)	7%	-8%	-17	8%[57.1 µM]	4	1%	3%	3.8%	1%
CCC(C(=O)Nc1ccc(C(=O)O)cc1NC(=O)C(CC)c1ccccc1)c1ccccc1 (stereo not drawn)	-2%	-3%	-10	-15%	-4	-1%	7%	-1.7%	6%
CC(C)NC(=O)c1ccccc1-c1ccccc1	-3%	-18%	-3	5%	2	1%	-8%	1.5%	0%
NC(=O)c1cc([N+](=O)[O-])ccc1NCC1CCCCC1	-1%	-31%	-2	-2%	9	-1%	-7%	3.9%	11%
CC(C)Oc1ccc(CN2CCC(n3nccc3NC(=O)C3CC3)CC2)cc1	0%	-14%	4	-1%	2	-1%	-2%	1.5%	1%
COc1ccccc1NC(=O)Nc1nc(CC(=O)Nc2ccccc2F)cs1	-3%	-18%	-3	2%	1	-9%	6%	1.6%	-4%
Clc1cccc(C2=NC(c3cccs3)=Nc3ccc(Br)cc3N2)c1	2%	-4%	-2	-7%	-4	-4%	-2%	-1.8%	-12%
CCc1nc2nc(C)c(NS(=O)(=O)c3ccc4c(c3)CCCC4)c(=O)n2[nH]1	-4%	-11%	3	-2%[57.1 µM]	-7	0%	-4%	-0.3%	12%
Cc1cccc(C(=O)Nc2cccc(OCC(=O)O)c2)c1	-3%	-23%	-3	3%[57.1 µM]	-12	2%	-28%	-0.4%	0%

# Some values from the entries so far:
# Result of CCc1nc2nc(C)c(NS(=O)(=O)c3ccc4c(c3)CCCC4)c(=O)n2[nH]1 in RXFP1 ag: -0.3%
# Result of Cc1cc(C)n2nc(SCC(=O)NC(=O)c3ccccc3)nc2n1 in TrxR1 substrate: 4%

# (more compounds)
smiles	GRP78 ERSR act	USP1-UAF1 inh	LDHA block	TrxR1 substrate	PI4K2A inh	Vif-A3G inh	Vif-APOBEC3F blk	RXFP1 ag	mIDH1 inhibitor
CCc1ccc(CN(Cc2ccco2)c2cnc(S(C)(=O)=O)nc2C(=O)Nc2cccc(C)c2)cc1	-4%	-8%	2	-6%	2	-2%	0%	-1.1%	-13%
Cc1ccc(CN2CCN(Cc3cccn3-c3ccc(Cl)cn3)CC2CCO)o1 (stereo not drawn)	-3%	1%	1	3%	-3	-6%	-23%	3.0%	-3%
COc1cc(C)nc(N2CCCC(C(=O)Nc3ccccc3Br)C2)n1 (stereo not drawn)	0%	-16%	-1	4%	?	0%	7%	4.2%	-3%
O=C(Cn1cc(C(=O)c2ccco2)c2ccccc21)NC1CCCCC1	-3%	1%	-6	5%	2	-1%	-6%	1.4%	5%
COc1ccc(/C=C/C(=O)O)cc1COc1ccccc1C	-1%	-6%	-11	-7%	4	4%	-17%	-1.8%	-10%
COc1ccc(/C=C(/NC(=O)c2ccccc2)C(=O)N2CCCC2)cc1OC	0%	-4%	-3	-10%	-1	3%	3%	13%	10%
O=C(Nc1ccc2ccccc2c1[N+](=O)[O-])c1ccccc1	-2%	-13%	1	-5%	4	-17%	-3%	·	4%
CCOC(=O)C1CCN(CC(=O)Nc2c(C(=O)OC)[nH]c3cccc(C)c23)CC1	-6%	-16%	-3	12%[57.1 µM]	7	-3%	0%	0.3%	3%
COc1cccc(N2CC(NC(=O)C(c3ccccc3)c3ccccc3)CC2=O)c1 (stereo not drawn)	1%	-16%	-6	-4%[57.1 µM]	1	3%	2%	2.6%	-4%
Cc1ccc(S(=O)(=O)n2c(C)nc3ccccc32)cc1	0%	-2%	-7	-3%	-3	1%	-1%	0.4%	7%
O=C(N/N=C/c1ccc(OC(=O)c2ccccc2Br)cc1)c1ccccn1	-4%	0%	-7	-9%	-2	-5%	4%	1.9%	-3%
COc1ccccc1N=C1SC(C(=O)Nc2ccc(F)cc2)CC(=O)N1C (stereo not drawn)	-7%	-4%	-5	-15%	9	2%	3%	0.0%	-1%

# High-throughput results: PubChem BioAssay, National Center for Advancing Translational Sciences (NCATS)

# Not all compounds are listed; count on the stated rates, not on these rows.
